# Screening data from PubChem BioAssay.
# Hsp90 Hop PPI: changes Hsp90-Hop TPR2A binding signal, up or down; AlphaScreen TPR2A-His6 binding biotin-Hsp90 C-terminal peptide; Potency, µM (series often up to 57 µM), for inactives: at the highest dose activity change, negative = inhibition; hit rate 0.44% among 71,000; AID 595; active = well fitted curve in either direction with a large enough effect; inconclusive = small, poorly fitted or top-dose-only effect, or another doubt; note: potency is the fitted concentration of half-maximal effect; % is set by controls: 0 for no effect and ±100 for the full control effect; many of its hits are not listed in these tables
# 4-MU autofl: 4-MU region autofluorescence. compound autofluorescence, 340/450 nm, 4-MU equivalents; stronger effect = higher value. max dye-equivalent concentration, M. hit rate 11% among 59,000. AID 589; in the data active = max dye-equivalent concentration above about 10 nM; inconclusive = mostly about 1.1 nM to 9.6 nM
#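 Compounds in 100 mM Tris, pH 8.0, sat 15 min at room temperature before fluorescence was read at 340 nm excitation/450 nm emission; a per-plate six-point 4-MU standard curve converted signals to dye-equivalent concentration at each compound concentration.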
# HBB splice mod: modulators of hemoglobin beta chain splicing. HBB splicing reporter cell assay, activation; EGFP reporter with mutant IVS2-654 intron; response scale: normalised to 500 nM splice-correcting PNA. Potency, µM (highest dose often 46.1 µM), for inactives: at the highest dose activation, usual class: activators. hit rate 0.06% among 65,000. AID 925; note: potency is the fitted concentration of half-maximal effect; 0% is about no effect
#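 HeLa cells stably expressing EGFP interrupted by mutant beta-globin intron 2 (IVS2-654), 500/well in 2% FCS. Treated with compound for 2 days at 37C. Splicing correction scored as total well GFP intensity (488 nm excitation, 500-520 nm emission); 500 nM antisense PNA served as control.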
# UbGFP stabilizer: inhibits proteasome, raising ubiquitin-GFP reporter fluorescence | 67,000 tested, under 10 active | AID 526 | Potency, µM (titrated, usually from 45.9 µM), without a hit: at the top dose activation (GFP accumulation), usual class: activators | Ubiquitin-GFP reporter cells, proteasome inhibition, GFP fluorescence; response scale: untreated = 0%, 10 µM MG-132 = 100%; active = well fitted activation curve with a large enough effect, not every such curve was filed as active; inconclusive = small, poorly fitted or top-dose-only effect, or another doubt; inactive = no such curve, though single readings can be large or run the other way; note: potency is the fitted concentration of half-maximal effect
#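 U2OS cells stably expressing ubiquitin(G76V)-GFP, seeded overnight in 0.5% FBS medium, were exposed to compounds (qHTS, 46 uM to 2.9 nM) for 4 hr at 37 °C. GFP-positive cells were counted by laser cytometry (488 ex/515 em), normalized between basal and 10 uM MG-132.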
# Rhodamine fluor: compound fluoresces in the rhodamine spectral region. hit rate 0.05% among 59,000. AID 594. Rhodamine-region fluorescence, 547/598 nm, Tris buffer; stronger effect = higher value. max dye-equivalent concentration, M; in the data active = max dye-equivalent concentration above about 11 nM; inconclusive = between about 1.1 nM and that limit
#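 Compound fluorescence in 100 mM Tris, pH 8.0, read after 15 min at room temperature with 547 nm excitation and 598 nm emission. Output is dye-equivalent concentration from an on-plate rhodamine standard series.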
# DNA Pol III inh: blocks replication by bacterial DNA polymerase III holoenzyme | reconstituted DNA polymerase III holoenzyme replication, biochemical | Potency, µM (series often up to 57.1 µM), without a hit: top-dose activity change, negative = inhibition | hit rate 0.25% among 71,000; note: potency is the fitted concentration of half-maximal effect; % is set by controls: 0 for no effect and ±100 for the full control effect
#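 Reconstituted *E. coli* holoenzyme (0.35 nM Pol III, 1 nM beta, 154 nM SSB, 2 nM primase) was preincubated with compound for 15 min at RT. Synthesis on 1.4 nM ssM13Gori ran 35 min, then was stopped with PicoGreen/EDTA and read as dsDNA fluorescence.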
# Fluorescein fluor: compound autofluorescence in fluorescein spectral region. Compound autofluorescence, 480/540 nm, fluorescein-equivalent; stronger effect = higher value. max fluorescein-equivalent concentration, M. hit rate 0.91% among 59,000. AID 593; in the data active = max fluorescein-equivalent concentration above about 10 nM; inconclusive = between about 1.1 nM and that limit
#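 Compounds (23 nL) in 100 mM Tris pH 8.0, 15 min at room temperature, then fluorescence read at 480 nm excitation/540 nm emission. Signal converted to fluorescein-equivalent concentration from an on-plate fluorescein standard curve.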
# GFP derepression: epigenetic GFP locus derepression in mouse cells; mouse C127i GFP locus derepression, cytometry, 30 h; Potency, µM (series often up to 46.1 µM), for the others: at the highest dose GFP derepression (activation); hit rate 0.09% among 68,000; note: % of control where 0% means no effect
#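 Read-out is the number of GFP-positive cells, scored as fluorescent objects 20 to 120 um wide, reflecting derepression of a silenced CMV-GFP reporter in murine C127i cells after 30 h compound exposure at 37 C.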
# 15-hLO inh: inhibitors of human 15-lipoxygenase (ALOX15); P16050; purified 15hLO-1, xylenol orange hydroperoxide absorbance; Potency, µM (series often up to 57.1 µM), inactives show at the highest dose activity change, negative = inhibition, actives largely listed as inhibitors; hit rate 1.4% among 74,000; note: potency is the fitted concentration of half-maximal effect; % is set by controls: 0 for no effect and ±100 for the full control effect; nearly all actives have a fitted effect of over 55% in size
# Target sequence (P16050 whole entry, looked up): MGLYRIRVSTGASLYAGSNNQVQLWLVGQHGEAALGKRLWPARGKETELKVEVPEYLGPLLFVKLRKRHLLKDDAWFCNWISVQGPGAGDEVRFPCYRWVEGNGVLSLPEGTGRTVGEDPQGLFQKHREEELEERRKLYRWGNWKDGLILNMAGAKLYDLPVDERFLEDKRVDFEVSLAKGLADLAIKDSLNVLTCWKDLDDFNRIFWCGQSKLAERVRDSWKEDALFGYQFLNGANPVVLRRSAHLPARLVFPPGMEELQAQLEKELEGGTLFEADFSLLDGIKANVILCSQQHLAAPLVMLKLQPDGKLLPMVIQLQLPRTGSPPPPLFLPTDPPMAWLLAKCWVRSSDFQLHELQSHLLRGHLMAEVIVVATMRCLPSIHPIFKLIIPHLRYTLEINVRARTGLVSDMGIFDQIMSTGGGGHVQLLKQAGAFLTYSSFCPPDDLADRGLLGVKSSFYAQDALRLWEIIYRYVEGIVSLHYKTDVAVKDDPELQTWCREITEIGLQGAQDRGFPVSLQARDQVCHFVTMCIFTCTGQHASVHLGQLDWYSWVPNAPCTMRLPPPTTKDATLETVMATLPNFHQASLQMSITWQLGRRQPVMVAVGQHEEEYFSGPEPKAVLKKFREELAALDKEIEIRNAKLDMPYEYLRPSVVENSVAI
#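 Readout: Fe(III)-xylenol orange absorbance, 573-to-405 nm ratio as reaction progress. Enzyme 40 nM purified human 15hLO-1, substrate 50 uM arachidonic acid, 6 min RT after 15 min compound preincubation; Hepes pH 7.5 buffer with Triton X-100.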
# Texas Red fluor: Texas Red region autofluorescence. hit rate 0.06% among 59,000. Compound fluorescence, Texas Red channel, 547/618 nm; stronger effect = higher value. AID 587. max dye-equivalent concentration, M; in the data active = max dye-equivalent concentration above about 10 nM; inconclusive = between about 1.1 nM and that limit
#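 qHTS profiling of intrinsic compound fluorescence; 100 mM Tris pH 8.0; 15 min RT; ex 547 / em 618 nm; response expressed as Texas Red dye-equivalent concentration from six-point plate standard.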
# HADH2 inh: inhibitors of human HADH2 dehydrogenase; Q99714; recombinant HADH2, NADH fluorescence, beta-hydroxybutyryl-CoA; Potency, µM (doses to about 57.1 µM), without a hit: at the highest dose activity change, negative = inhibition, actives largely listed as inhibitors; hit rate 3.4% among 73,000; AID 886; note: potency is the fitted concentration of half-maximal effect; % is set by controls: 0 for no effect and ±100 for the full control effect; nearly all actives have a fitted effect of over 60% in size; many of its hits are not listed in these tables
# Target sequence (Q99714 whole entry, looked up, one chain of several): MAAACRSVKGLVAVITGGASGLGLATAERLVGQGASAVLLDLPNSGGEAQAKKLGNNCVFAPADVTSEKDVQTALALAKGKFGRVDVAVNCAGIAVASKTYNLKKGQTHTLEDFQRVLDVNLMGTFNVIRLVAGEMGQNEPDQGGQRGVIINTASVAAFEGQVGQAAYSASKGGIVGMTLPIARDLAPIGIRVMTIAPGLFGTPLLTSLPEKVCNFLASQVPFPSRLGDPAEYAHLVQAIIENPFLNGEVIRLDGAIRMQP
#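 E. coli-expressed His-tagged HADH2 tested at 20 nM in alkaline Tris buffer (pH 9.0); oxidation of 90 uM beta-hydroxybutyryl-CoA with 1 mM NAD+ tracked fluorimetrically for 4 min.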
# Active calls of the source: *; i = inactive; ? = inconclusive; nt = no result given; [ ] = remark or other dose. Unless noted, calls come from the whole dose curve; as a rule, active = well fitted curve in the direction sought with a large enough effect; inconclusive = small, poorly fitted or top-dose-only effect, or another doubt; inactive = no such curve, though single readings can be large; an effect the other way counts as inactive or inconclusive.
SMILES,Hsp90 Hop PPI,4-MU autofl,HBB splice mod,UbGFP stabilizer,Rhodamine fluor,DNA Pol III inh,Fluorescein fluor,GFP derepression,15-hLO inh,Texas Red fluor,HADH2 inh
CC(C)CNC(=O)CN(C1CCCCC1)S(=O)(=O)c1ccccc1,1%,nt,1.7%,-1%,nt,-4%,nt,5%,-16%,nt,-1%
CCS(=O)(=O)N1CCC(C(=O)N2CCc3ccccc3C2)CC1,-1%,?,0.8%,2%,i,2%,i,0%,-4%,i,-4%
O=C(CCS(=O)(=O)c1ccc(Br)s1)NCc1cccs1,3%,i,-1.0%,3%,i,-7%,?,0%,6%,?,-2%
CC(C)c1nc(SCC(=O)Nc2ccc3c(c2)OCCO3)c2c(=O)n(C)c(=O)n(C)c2n1,-1%,nt,0.5%,10%,nt,10%,nt,nt,5%,nt,15%
O=C(O)Cc1c[nH]c2ccc(F)cc12,0%[11 µM],i,-1.1%[9.22 µM],-8%[9.17 µM],i,-12%[11.4 µM],?,6%[9.22 µM],-5%[11.4 µM],i,-13%[11.4 µM]
Cc1ccc(C2NC(=O)NC(O)(C(F)(F)F)C2C(=O)c2ccccc2)o1 (stereo unspecified),-7%,i,0.3%,4%,i,1%,i,2%,2%,i,0%
c1cncc(-c2nc(Oc3ccc(-c4nnco4)cc3)c3c4c(sc3n2)CCCC4)c1,-1%,1.4e-08M*,-0.3%,3%,i,-6%,?,0%,-5%,i,30%[activator]
CC(=O)Cc1nsc(NC(=O)c2ccc(-c3cccc(C(F)(F)F)c3)o2)n1,-6%,i,-2.7%,-1%,i,1%,?,0%,-7%,?,10%
O=C(c1cc2ccccc2oc1=O)N1CCCN(C(=O)c2cc3ccccc3oc2=O)CC1,0%,?,-1.9%,13%,i,2%,i,-1%,5%,i,-22%
Cc1c(NC(=O)CSc2ccccn2)c(=O)n(-c2ccccc2)n1C,-6%,i,-0.9%,-7%,i,-4%,i,0%,0%,i,-6%
Cc1cccc2cc(CN(Cc3cccs3)C(c3nnnn3C3CCCC3)C(C)C)c(=O)[nH]c12 (stereo unspecified),-12%,i,nt,-3%,i,-2%,?,-1%,?,?,-10%
COC(=O)c1ccc(C2c3c(n[nH]c3C)C(=O)N2c2ccc(C)cc2)cc1 (stereo unspecified),-6%,nt,-1.0%,-3%,nt,-2%,nt,-2%,-6%,nt,-4%
CC1(c2ccc(OC(F)F)cc2)NC(=O)N(CC(=O)NC2CCCCC2)C1=O (stereo unspecified),-2%,?,0.3%,-6%,i,-9%,?,1%,12%,i,21%
Cc1cc2c(c(=O)n1CC1CCCO1)C(c1ccc3c(c1)OCO3)C(C#N)=C(N)O2 (stereo unspecified),nt,i,nt,nt,i,nt,i,5%[20.6 µM],nt,i,nt
C=CCN(C(=O)Nc1ccc(Cl)cc1)C1CC(=O)N(c2ccc(OC)cc2)C1=O (stereo unspecified),-5%,i,4.8%,-7%,i,-1%,?,11%,1%,i,6%
CC(=O)NC1=NC(=O)/C(=C/N2CCOCC2)S1,0%,5.6e-08M*,1.8%,2%,i,-5%,i,4%,1%,i,-22%
CCOC(=O)c1c(C)oc2c1c(C=NCC1CCCO1)c(O)c1ccccc12 (stereo unspecified),-4%,i,-0.8%,-7%,i,1%,?,-1%,-10%,i,7%
COc1ccc(NC2=NCC(=O)N2c2ccccc2)c(OC)c1,1%,i,0.1%[57.5 µM],-3%,i,-6%,i,1%,24%,i,-1%
N#Cc1ccc(-c2nnnn2-c2ccc3c(c2)OCO3)cc1,-2%,i,nt,-8%,i,-6%,i,-2%,-6%,i,-19%
CCC(c1nnnn1C1CCCCC1)N(Cc1ccco1)Cc1cc2ccc(OC)cc2[nH]c1=O (stereo unspecified),-9%,?,nt,-5%,i,-1%,?,0%,-17%,i,-7%
CCOc1cccc(C2C(C(=O)c3ccc(C)o3)=C(O)C(=O)N2Cc2ccncc2)c1 (stereo unspecified),-3%,i,nt,6%,i,0%,i,-2%,14%,i,0%
Cc1ccccc1OCC1CN(CN2CCOCC2)C(=O)O1 (stereo unspecified),-2%,i,0.0%[57.5 µM],5%,i,-4%,i,6%,8%,?,-6%
O=C(NCc1nnc(SCC(=O)N2CCCC2)o1)c1c(F)cccc1Cl,0%,i,-1.9%,8%,i,2%,i,4%,8%,i,5%
O=c1c2ccccc2nnn1CSc1nnc(-c2cccnc2)n1-c1ccccc1F,-4%,i,4.6%[1.84 µM],3%,i,-1%,i,-5%,1%,?,-3%
O=C(/C=N/O)NCC1CCNCC1,5%,i,-1.1%,-7%,i,-3%,?,0%,?,?,1%

# Given with bars between the fields: three of the compounds above.
Molecule | Hsp90 Hop PPI | 4-MU autofl | HBB splice mod | UbGFP stabilizer | Rhodamine fluor | DNA Pol III inh | Fluorescein fluor | GFP derepression | 15-hLO inh | Texas Red fluor | HADH2 inh
Cc1c(NC(=O)CSc2ccccn2)c(=O)n(-c2ccccc2)n1C | -6% | i | -0.9% | -7% | i | -4% | i | 0% | 0% | i | -6%
Cc1cccc2cc(CN(Cc3cccs3)C(c3nnnn3C3CCCC3)C(C)C)c(=O)[nH]c12 (stereo unspecified) | -12% | i | nt | -3% | i | -2% | ? | -1% | ? | ? | -10%
COC(=O)c1ccc(C2c3c(n[nH]c3C)C(=O)N2c2ccc(C)cc2)cc1 (stereo unspecified) | -6% | nt | -1.0% | -3% | nt | -2% | nt | -2% | -6% | nt | -4%

# Carrying on.
SMILES,Hsp90 Hop PPI,4-MU autofl,HBB splice mod,UbGFP stabilizer,Rhodamine fluor,DNA Pol III inh,Fluorescein fluor,GFP derepression,15-hLO inh,Texas Red fluor,HADH2 inh
Cc1nc(N2CCN(C(=O)c3ccc(Cl)cc3)CC2)c(C#N)c2c1COC(C)(C)C2,nt,3.3e-08M*,nt,nt,i,nt,i,-2%[20.6 µM],nt,i,nt
Nn1c(COc2ccccc2)nnc1SC(F)F,-1%,i,-0.8%,10%,i,-4%,i,0%,5%,i,9%
O=Cc1ccccc1Cl,-3%,nt,0.0%,nt,nt,7%,nt,nt,4%,nt,-4%
Cc1ccc(S(=O)(=O)N2CCN(Cc3ccccc3C(F)(F)F)CC2)cc1,17%,nt,2.0%[9.22 µM],17%,nt,0%,nt,0%,-15%,nt,11%
CCOC(=O)CCn1nnc(N)n1,-1%,i,0.0%,1%,i,-3%,i,2%,9%,i,-21%
Cn1cnnc1SCCC(=O)Nc1ccccc1,?,nt,1.7%,-3%,nt,4%,nt,2%,4%,nt,17%
Cc1cc(=O)cc(C)[nH]1,0%,i,-0.2%[57.5 µM],2%,i,8%,?,-1%,3%,i,-5%
O=c1cc(-c2ccccc2)c2ccccc2[nH]1,-2%,i,-0.2%[57.5 µM],-4%,i,-6%,i,1%,1%,i,1%
CCN(CC)c1ccc(CN(C(=O)c2ccco2)C2CCS(=O)(=O)C2)cc1 (stereo unspecified),-12%,i,-1.3%[57.5 µM],4%,i,5%,?,0%,-18%,i,-5%
CCCn1c(SCC(=O)c2cc(OC)ccc2OC)nnc1-c1ccco1,-2%,i,nt,-1%,i,0%,i,2%,-16%,i,2%
Cc1ccc2[nH]c(=O)c(CN(CCCN3CCOCC3)C(=O)NC3CCCCC3)cc2c1,-2%,?,nt,-1%,i,-4%,i,-2%,-13%,i,3%
COC(=O)c1cn(C)c2ccc(S(=O)(=O)N3CCCCC3)cc2c1=O,-2%,i,-1.9%[0.369 µM],nt,i,-8%,i,-2%,10%,i,-19%
C[N+]1(CCC(=O)c2ccco2)CC2CCC(CC2)C1 (stereo unspecified),-4%[11 µM],i,0.4%[9.22 µM],6%[9.17 µM],i,-4%[11.4 µM],?,-1%[9.22 µM],6%[11.4 µM],i,11%[11.4 µM]
Cc1nc2c(c(C)nn2-c2ccccc2)c(C)c1Cl,7%,nt,-0.5%,-2%,nt,-6%,nt,nt,6%,nt,9%
S=c1[nH]nc(-c2ccccc2Cl)n1CC1CCCO1 (stereo unspecified),-3%,i,1.7%,-1%,i,1%,?,-2%,-9%,i,-7%
O=C(NC12CC3CC(CC(C3)C1)C2)N1CCC(O)CC1,-2%,i,-1.0%,-2%,i,-7%,i,-1%,2%,i,-15%
Cc1oc(C(=O)O)cc1COc1cccc2cccnc12,?,nt,-1.0%,-6%,nt,-10%,nt,-2%,17%,nt,-16%
CCC(C)(C)n1nnnc1C(c1cccs1)N1CCN(Cc2ccccc2)CC1 (stereo unspecified),-6%,i,-0.2%[57.5 µM],2%,i,6%,?,-3%,-3%,i,12%
Cc1ccc2nc(NC3=NCN(Cc4ccco4)CN3)nc(C)c2c1,1%,nt,-0.2%,2%,nt,-25%,nt,nt,?,nt,-2%
Cn1nc(CC(=O)NCCN2C(=O)CSC2=O)c2ccccc2c1=O,-4%,i,-0.7%,-1%,i,3%,i,6%,6%,i,?

# A portion of the library. The share of hits here may be higher or lower than overall.
